Lipid droplet: inhibitors of hepatocyte lipid droplet formation, primary screen, imaging, high-throughput imaging, BODIPY stain; 240,000 compounds, 0.4% hits; AML12 mouse hepatocytes, oleate lipid droplets; AID 1656, 2009; inhibition, % at 6.5 µM;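 active = lipid droplet intensity inhibited by at least 50%, with more than 500 cells counted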
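Assay system: AML12 mouse liver cells | Compound: 6.5 µM single-point dosing | Schedule: Overnight exposure | Technique: Fluorescence imaging, 20x objective, two fields per well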
Myeloid diff 2: induction of myeloid progenitor differentiation, primary screen, cell-based, flow cytometry, MLPCN library. calls only at 10 µM. 360,000 compounds, 1% hits. ER-HoxA9 myeloid progenitors, lysozyme-GFP differentiation. AID 624256, 2012;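 active = normalized GFP-positive differentiation at or above the plate's own cutoff, the solvent-only control mean plus 3 SD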;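 also: cells exposed to compound for four days before flow analysis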
b-catenin transl: modulators of beta-catenin nuclear translocation, primary screen, imaging, HeLa cells, immunofluorescence, high-content; 190,000 compounds, 0.3% hits; nuclear translocation activity, % at 5 µM; AID 1665, 2009;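 active = nuclear translocation activity above 50% at 5 µM, with a well cell count of 50 or more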;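 also: per-cell ratio of nuclear to cytoplasmic median beta-catenin stain intensity; plate controls were DMSO negative control for no effect and GSK-3 inhibitor IX positive control for full effect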
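Test system: human HeLa cells, native beta-catenin. Compound dosing: 5 µM primary single dose, 0.1% DMSO, 0.02–20 µM confirmation series. Incubation: compound exposure 24 h at 37°C. Detection: beta-catenin immunostaining with DAPI counterstain, 20x imaging, 6 fields/well. Read-out basis: Nuclear/cytoplasmic beta-catenin signal ratio, % activation.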
T cell modulator: modulators of CD8 T cell-vesicle binding, primary screen, mouse 2C CD8+ T cells, flow cytometry. calls only at 7 µM. AID 2052, 2009. 330,000 compounds, 0.068% hits. 2C CD8+ T cell-vesicle binding; active compounds read low;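 active = response, share of CD8 T cells binding vesicles, and their 90th percentile fluorescence all below set limits, cut at about 80% in these data, passing the limit was not always enough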
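Material: 2C TCR transgenic mouse naive CD8+ T cells, MACS-purified. Also added: QL9-charged Drosophila Ld/ICAM-1/B7-1 vesicles. Timing: binding 1.5 h at 37 °C. Measured by: high-throughput flow cytometry with anti-B7-1 and anti-CD8 staining. Read-out: percent CD8+ FL2 mean versus row control. Controls: Unloaded micro-vesicles (low), QL9 vesicles with 0.7% DMSO (high).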
Dynein cargo inh: inhibitors of GR-EGFP nuclear translocation, primary screen, dynein cargo transport inhibitor project, imaging, high-content, 3617.4 mouse cells. test concentration mostly 20 µM; stimulated with dexamethasone, 1 µM; active compounds read low. z-score, hits read low. 220,000 compounds, 0.47% hits. AID 1381, 2008;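 active = plate z-score of nuclear minus cytoplasmic receptor signal below a set negative limit, without overly bright fluorescence or cell loss, cut at about -3.5 in these data, passing the limit was not always enough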;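 also: z-score of nuclear minus cytoplasmic ring GR-EGFP intensity difference per well; some compounds called inactive have numbers as strong as hits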
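Also added: dexamethasone, 1.0 µM final. Medium: tet-free, stripped-serum medium. Detection: fixed, Hoechst-stained cells imaged at 10x for EGFP. Read-out: nuclear-to-cytoplasmic GR-EGFP distribution per well. Times: induction 48 h, compound 1 h, agonist 30 min.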
TNAP activators: human TNAP enzyme activators, primary screen, biochemical, luminescent, no phosphate acceptor, uHTS (AID 1001); 200,000 compounds, 0.03% hits; activation fold at 20 µM; hits with a dose series show EC50 in µM; purified TNAP, luminescent activation assay, no phosphate acceptor; higher activation fold means a stronger effect; in the data active = activation fold from about 3, or a potency from the dose series; inactive = the rest, 99 in 100 with activation fold below about 1.6; also: many of its hits are not listed in these tables
PMI inhibitors: inhibitors of human PMI, primary screen, biochemical, fluorescence intensity, coupled assay (AID 1209) | 190,000 compounds, 0.42% hits | purified PMI enzyme, coupled fluorescence intensity; higher % means a stronger effect | Mannose-6-phosphate isomerase (Homo sapiens) | inhibition, % at 20 µM, or IC50 in µM where a hit was titrated; in the data active = inhibition above about 50%;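 also: plate controls were DMSO vehicle for no effect and wells lacking substrate for full effect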
Ins promoter up: insulin promoter activators in MIN6 cells, imaging, high-content screening, mouse beta cells | MIN6 insulin promoter-GFP reporter; active compounds read high | z-score at 5 µM | 190,000 compounds, 0.3% hits;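 active = z-score above 3 at 5 µM with at least 500 cells counted in the well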
MT stabilize HCS: microtubule stabilizers in HeLa cells, primary screen, imaging, high-content imaging; 200,000 compounds, 0.83% hits; % tubulin-high responders, % at 10 µM; AID 2205, 2009; HeLa tubulin immunostaining HCS, 24 h; share of cells brighter than vehicle mean+2SD;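 active = plate Z-score above 3 for both tubulin-high and condensed-nucleus cell shares, with cell loss under 80%, at 10 µM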;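 also: anti alpha tubulin signal scored within the nucleus-defined area of each cell; some results filed as inactive read as strong as hits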
Dynein cargo inh cytoplasmic EGFP: recorded beside Dynein cargo inh, whose call it bears; z-score; measured here: cytoplasmic GR-EGFP intensity; active compounds read high
Dynein cargo inh nuclear GR-EGFP: further read-out of Dynein cargo inh, marked with its call; z-score; measured here: nuclear GR-EGFP intensity;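 lower value marks the stronger effect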
Dynein cargo inh cell count: second read-out of Dynein cargo inh, no call of its own (marks repeat the call); z-score; measured here: cell count per field
Ins promoter up cell count: recorded beside Ins promoter up, whose call it bears; cell count; measured here: cytotoxicity, nuclei count;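 total cells summed across four imaged fields per well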
Lipid droplet cells 6.5 µM: second read-out of Lipid droplet, no call of its own (marks repeat the call); cell count; measured here: cell count, cytotoxicity flag;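 cells counted across two imaged fields per well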
b-catenin transl cell count 5 µM: also measured in b-catenin transl; calls as there; cell count; measured here: cell count, cytotoxicity flag
T cell modulator vesicle-bound %: further read-out of T cell modulator, marked with its call; double positive events, %; measured here: CD8+ vesicle-bound cell fraction;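 binding gate set so that unloaded-vesicle control wells show 10% double positive cells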
MT stabilize HCS Hoechst-high %: further read-out of MT stabilize HCS, marked with its call; % Hoechst-high responders; measured here: nuclear condensation Hoechst responders;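 share of cells brighter than vehicle mean plus two SD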
MT stabilize HCS cytotoxicity %: further read-out of MT stabilize HCS, marked with its call; toxicity, %; measured here: cytotoxicity by cell density;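 0% = mean cell density of plate MIN control wells and 100% = no cells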
Myeloid diff 2 GFP+ MAC1+ %: recorded beside Myeloid diff 2, whose call it bears; GFP+ MAC1+ double positive, %; measured here: differentiation confirmed by MAC1 staining
Active calls of the source: *; i = inactive; nt = not tested or not shown.

Structure,Lipid droplet,Lipid droplet cells 6.5 µM,Myeloid diff 2,Myeloid diff 2 GFP+ MAC1+ %,b-catenin transl,b-catenin transl cell count 5 µM,T cell modulator,T cell modulator vesicle-bound %,Dynein cargo inh,Dynein cargo inh cytoplasmic EGFP,Dynein cargo inh nuclear GR-EGFP,Dynein cargo inh cell count,TNAP activators,PMI inhibitors,Ins promoter up,Ins promoter up cell count,MT stabilize HCS,MT stabilize HCS Hoechst-high %,MT stabilize HCS cytotoxicity %
Cc1cccc(OCCN2CSC(=S)N(C)C2)c1,nt,nt,i,1.3,0.8,1173,i,47,-0.88,1.7,0.091,-1.9,1,-1%,-0.09,959,8.0,3.1,3.2
C/C(=C\C(=O)c1ccc(Cl)cc1)Nc1ccc(N2CCOCC2)cc1,18,804,i,1.0,nt,nt,i,28,-0.47,-0.004,0.1,-0.52,1.1,13%,0.41,941,0.9,1.0,7.2
COc1ccc(C(=O)Nc2ccc3oc(-c4cccc(Cl)c4)cc(=O)c3c2O)cc1,-1,650,i,2.7,-0.4,1101,i,19,0.087,-0.79,0.15,-0.13,nt,nt,1,696,nt,nt,nt
Cc1ccc(N=Cc2cc(Cl)cc(Cl)c2O)nc1,7,656,i,0.0,-2.5,589,i,38,-0.3,-0.31,-0.51,0.17,1.1,7%,0.22,1304,3.8,2.5,6.0
O=C(c1ccccn1)c1ncc(C(F)(F)F)cc1Cl,nt,nt,i,5.1,nt,nt,i,11,-0.17,-0.2,0.21,-0.65,1.1,6%,nt,nt,1.7,2.0,9.8
Clc1ccc(OCc2nn3c(C4CCCCC4)nnc3s2)c(Cl)c1,nt,nt,i,1.1,-2.6,728,i,22,-0.084,-0.12,0.16,-0.065,1,-2%,0.93,1353,5.9,2.7,7.7
CC(=O)Nc1nc(N(C)C)nc(N(C)C)n1,2,706,i,0.3,0.6,1563,i,48,-0.49,-0.26,-0.088,-0.18,1.1,-3%,-1.3,1704,2.3,1.9,9.5
Cc1ccc(C(=O)N/N=C/c2cn(Cc3ccccc3)c3ccccc23)cn1,-59,701,i,0.7,2.0,1163,i,34,0.21,-0.27,0.24,-0.23,nt,nt,-1.2,1275,nt,nt,nt
N=c1sccn1CC(=O)N1CCc2ccccc21,11,757,i,0.4,nt,nt,i,49,0.0049,0.21,0.24,0.48,1,-6%,-0.17,964,1.7,1.5,3.0
Nc1ccc(C#Cc2ccccc2)cc1,nt,nt,i,1.5,nt,nt,i,14,-0.28,-0.17,-0.45,-0.079,1.1,2%,nt,nt,1.6,1.7,5.3
COc1ccc(NC(=O)c2ccc(NCCN3C(=O)CCC3=O)c([N+](=O)[O-])c2)cc1,24,669,i,0.4,-2.2,1083,i,8,0.57,0.22,1.2,-0.76,1,7%,0.52,1497,1.4,1.2,6.5
Cn1c(Cn2c(=O)sc3ccccc32)nnc1SCc1ccccc1,-35,734,i,0.7,-2.6,1078,i,23,-0.53,-0.19,0.053,0.1,1.1,3%,0.59,1265,3.1,2.9,4.8
O=C(O)CCNC(=O)c1ccc(NC(=O)Cc2ccc(Cl)cc2)cc1,5,748,i,0.5,1.3,1051,i,43,-1,-0.23,-0.65,0.94,1.1,-7%,1.1,1176,2.2,1.7,3.9
Clc1nnc(N/N=C/c2ccccc2)c2ccccc12,-4,741,i,2.8,nt,nt,i,14,1.4,-0.11,1,-0.71,1,0%,0.06,956,2.4,2.4,4.0
O=c1cc(N2CCCC2)c(-c2ccccc2)n[nH]1,-13,683,i,0.2,-2.0,988,i,60,-0.94,-0.29,-0.39,0.38,1.1,10%,-1.1,1505,1.9,1.9,3.2
CNc1ccc(Br)cc1C(O)c1ccccc1 (stereo not drawn),-1,668,i,0.4,0.4,1348,i,47,0.58,-0.26,0.29,-0.015,nt,nt,0.87,1007,nt,nt,nt
O=C(Nc1ccc(N2CCOCC2)cc1)NC1CCCCC1,nt,nt,i,3.0,-0.9,861,i,44,-0.57,-0.29,-0.4,0.7,1.1,11%,0.6,1286,3.0,1.6,2.6
O=C(Cc1ccc(-n2c(=O)[nH]c3ccccc3c2=O)cc1)N1CCN(c2ccccc2)CC1,6,647,i,1.0,-1.4,1044,i,59,-0.64,-0.12,-0.1,1.1,1.1,-2%,-0.27,1606,6.2,2.7,6.9
O=C(Nc1ccc2c(c1)CCC2)c1cc(S(=O)(=O)Nc2ccc(F)cc2)c(Cl)cc1Cl,2,688,i,0.4,nt,nt,i,44,-1.1,-0.2,-0.7,0.68,1,-2%,-0.86,1004,2.5,2.4,6.4
COc1cc(-c2nnc(Cn3cc(C(F)(F)F)ccc3=O)o2)cc(OC)c1OC,6,779,i,0.4,-4.8,1184,i,42,-0.078,-0.23,0.072,0.88,1.1,9%,-0.28,914,1.7,1.6,8.7
Cc1ccsc1-c1nc(CN(C)C(C2CC2)C2CC2)c(C)o1,14,691,i,0.1,-0.1,1045,i,38,0.29,-0.12,0.055,-0.41,1.1,8%,-1.2,1237,0.8,1.0,6.3
Cc1cccc(C(=O)N[C@H](C(=O)Nc2cccc(S(=O)(=O)N3CCCC3)c2)C(C)C)c1,1,656,i,3.1,-0.3,1333,i,57,-1.1,-0.72,-0.83,0.63,nt,nt,-0.4,1088,nt,nt,nt
Cc1ccc(Cl)cc1NC(=O)c1ccc(CSc2nnnn2C)cc1,9,777,i,1.1,-1.3,1214,i,59,1.8,-0.13,1.5,-0.27,1,-5%,-0.93,1036,2.7,1.2,6.3
CCOC(=O)c1ccc(-n2c(C)ccc2C)cc1,29,722,i,0.5,0.0,977,i,47,0.37,-0.24,0.25,0.25,1.1,-8%,1.1,1353,1.9,2.9,8.9
O=C(CCCSc1nc(-c2ccco2)cc(C(F)(F)F)n1)NCC1CCCO1 (stereo not drawn),-6,714,i,0.8,0.4,1082,i,63,-0.28,-0.23,-0.33,1.2,1,7%,nt,nt,4.4,1.8,4.5
O=c1[nH]c2ccsc2c(=O)n1CCO,2,693,i,0.9,0.9,1249,i,3,-0.63,-0.24,0.096,0.32,nt,nt,0.62,1023,nt,nt,nt
Cc1cc(C)nc(-n2nc(C)c(Oc3ccccc3O)c2C)n1,nt,nt,i,1.6,-3.7,837,i,45,-0.44,-0.24,0.18,0.4,1.1,-4%,0.37,1433,2.6,1.8,9.5
CCN(CC)CCNC(=O)c1ccc(N2CCCCC2)c(NS(=O)(=O)c2ccc(C)cc2)c1,-2,671,i,0.9,-2.3,1088,i,25,0.36,2,0.85,-6,1,10%,0.42,1872,1.6,1.6,1.9
NC(=O)[C@@H]1CC2(CC(c3cccc(NC(=O)[C@H]4CCC(=O)N4)c3)=NO2)CN1C(=O)COc1ccc(Cl)cc1 (stereo partly drawn),-15,674,i,2.5,1.5,1275,i,43,-0.22,-0.74,0.056,0.18,nt,nt,0.15,832,nt,nt,nt
O=[N+]([O-])c1cccc(P(=O)(O)c2cccc([N+](=O)[O-])c2)c1,-2,752,i,0.4,1.5,1287,i,21,-0.17,-0.23,0.82,-0.068,nt,nt,-0.17,1019,nt,nt,nt
CCN1C(=O)/C(=C2\Sc3ccccc3N2CC)OC1=S,22,662,i,0.9,-0.7,1094,i,55,-0.21,-0.2,0.65,0.27,1.1,13%,0.3,1554,1.9,3.1,2.1
Cc1ccc(S(=O)(=O)N(C)C)cc1NC(=S)NC(C)CCC(C)C (stereo not drawn),-36,620,i,0.0,-2.4,563,i,51,-0.29,-0.33,-0.5,0.76,1.2,-1%,-0.16,1246,1.1,3.4,8.2

Some entries already given, showing only Myeloid diff 2 GFP+ MAC1+ % and TNAP activators.
Molecule	Myeloid diff 2 GFP+ MAC1+ %	TNAP activators
O=c1[nH]c2ccsc2c(=O)n1CCO	0.9	nt
Cc1cc(C)nc(-n2nc(C)c(Oc3ccccc3O)c2C)n1	1.6	1.1
